F508del corr = F508del CFTR correction, initial screen, CFBE line, single point | actives 0.36% (n = 350,000) | CFBE cells, YFP halide quenching; stimulated with forskolin plus potentiator P3; % fluorescence drop versus neutral controls | AID 720511, 2013 | activity (quench increase), % at 7.58 µM;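 active = mean added fluorescence quench of at least 8% versus neutral control, with both replicates also reaching 8%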;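 note: cells transiently co-express mutant CFTR-F508del with the halide-sensitive YFP; corrector assay measuring rescue of mutant channel to the surface after 24 h compound exposure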
INS-1E GSIS act = GLuc luminescence reporter in INS-1E cells, primary screen for activators of glucose-dependent secretion of insulin; actives 0.61% (n = 370,000); activation, % at 16.6 µM; INS-1E GLuc reporter insulin secretion, 2-3 h;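 active = lowest replicate activation of at least 40%, so every replicate reaches that level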;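 note: 0% = median of neutral control wells and 100% = median of IBMX positive control wells; some compounds called inactive have numbers as strong as hits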
Cneo AK release = Cryptococcus neoformans cell lysis inducers, primary screen, AK release luminescence, single concentration; C. neoformans lysis, adenylate kinase release luminescence, 4 h; normalised: neutral wells 0, clomiphene wells 100; lysis activity, % at 15 µM; actives 0.2% (n = 360,000); AID 651654, 2012;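 active = mean lysis activity across replicates of at least 80%, whatever share of replicates individually reach that level; inactive = mean lysis activity below 80%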
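Material – log-phase Cryptococcus neoformans yeast cells · Input – 5 × 10^6 yeast cells/mL · Medium – fresh YPD growth medium · Doses – single compound concentration per well · Timing – static 4 h at 37 °C with compound, 1 h detection · Detection – adenylate kinase release luminescence · Read-out – signal increase indicating cell lysis · Control set – Clomiphene as positive lysis control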
PGC1a acetyl inh = inhibitors of PGC1a acetylation signal, primary screen, cell-based, U2OS, AlphaScreen, inhibitor mode; actives 0.17% (n = 350,000); AlphaScreen anti-acetyl-lysine; with virally co-expressed GCN5 acetyltransferase; inhibition, % at 15.6 µM;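 active = every replicate shows inhibition of at least 40%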;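 note: 0% = neutral control wells and 100% = positive control wells; some results beyond the cut were filed as inactive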
miR-122 sensor = miR-122 Renilla sensor signal increase in Huh7, primary screen, miR-122 inhibitor project, cell-based, single point, plate reader | Huh7 miR-122 Renilla luciferase sensor, 48 h; neutral wells = 0, positive control = 100 | activation (reporter increase), % at 12.5 µM | actives 0.3% (n = 340,000) | AID 602342, 2012;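 active = mean replicate activation score at least 90 and every replicate individually at or above 90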;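 note: higher luciferase means less miR-122 activity so hits act as miR-122 inhibitors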
PglD inh = C. jejuni PglD acetyltransferase inhibitors, primary screen, biochemical, DTNB colorimetric, single point; actives 0.098% (n = 360,000); UDP-N-acetylbacillosamine N-acetyltransferase PglD (Campylobacter jejuni); inhibition, % at 12.5 µM; purified PglD enzyme, DTNB colorimetric CoA detection; in the data active = inhibition above about 16%, passing the limit was not always enough; note: strong numbers were not always called active
FN deposition inh = inhibitors of fibronectin matrix deposition, primary screen, AH1F cells, Alexa488-fibronectin fluorescence, plate reader. AH1F fibroblasts, overnight. inhibition, % at 12.6 µM. actives 0.086% (n = 350,000);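 active = mean inhibition across replicates of 30% or more, regardless of how many single replicates reach that level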;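 note: positive control wells lacked labelled fibronectin entirely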
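Material – AH1F fibroblast monolayer, labelled fibronectin deposition · Reagent – labelled fibronectin 24 nM · Timing – 1 h adhesion, overnight exposure · Measured by – fluorescence at 485 nm excitation, 525 nm emission · Read-out – inhibition of fibronectin deposition signal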
Statin myotox sup = suppressors of statin myotoxicity in C2C12 myotubes, primary screen, cell-based, single point, plate reader. AID 602340, 2012. actives 0.78% (n = 330,000). C2C12 myotubes + simvastatin, ATP luminescence, 48 h; scaled: DMSO 0, geranylgeraniol control 100. rescue of ATP level, % at 7.49 µM;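 active = mean ATP rescue above about 67%, or every replicate alone reaching that limit, limit read from the data, passing the limit was not always enough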;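 note: myotubes were challenged with 10 µM simvastatin during compound exposure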
An asterisk follows results filed as active; . = no result given; & = joins results of further samples; [ ] = dose if it differs, or a comment.

SMILES	F508del corr	INS-1E GSIS act	Cneo AK release	PGC1a acetyl inh	miR-122 sensor	PglD inh	FN deposition inh	Statin myotox sup
COCCn1c(SCC(=O)Nc2ccc3c(c2)OCCO3)nc2c(c1=O)SC(C)C2 (stereo unspecified)	-0.3	.	-3	-11	0	-2	5	2
CCC(=O)N1CCC1(C)C(=O)Nc1ccc(C)c(C)c1 (stereo unspecified)	-2.3	.	-2	23	-1	5	3	-6
Oc1ccc(C(=S)N2CCN(Cc3ccccc3)CC2)cc1	-0.3	-11	0	2	0	6	-18	13
O=C(COC(=O)c1ccccc1Oc1ccccc1)NCc1ccco1	.	.	-1	4	-12	1	1	-4
CC1Cn2c(nnc2-c2ccc(F)cc2)S1 (stereo unspecified)	-0.4	-9	1	9	-6	-4	10	8
O=C1CCCC2=C1C1(CCCC1)N=C(Nc1nc3ccccc3o1)N2	-2.7	-2&15	-2	-8	-4	1	12	14
Cc1ccc(-c2csc3ncnc(-n4nc(C)cc4N)c23)cc1	.	-3	.	-28	-8	.	.	18
CSc1ccccc1OCc1cc(C(=O)NCCN2CCCC(O)C2)no1 (stereo unspecified)	-2.0	5	1	-2	2	1	7	.
O=C1CCCC2=C1C1(CCCC1)N=C(Nc1nc3ccccc3s1)N2	.	.	-8	2	-1	-5	.	-48
COC(=O)c1cc(C(=O)NCc2ccc3c(c2)OCO3)cc([N+](=O)[O-])c1	-2.9	-11	1	5	-4	-6	-1	4
CCOc1ccc(OCCC(=O)N(CCOC)c2c(N)n(Cc3ccccc3)c(=O)[nH]c2=O)cc1	3.1	14	-2	5	-1	-5	3	25
COc1ccc(C(=O)C2CCCN(C(=O)c3csc(SC)n3)C2)cc1F (stereo unspecified)	-1.7	-2	2	5	-2	1	1	16
C=C1CC2C(=O)N(Cc3ccccc3)C(C(=O)OCC)(C(=O)OCC)C1N2C(=O)OC(C)(C)C (stereo unspecified)	-3.3	1	4	.	.	6	-15	1
COc1cc(C(=O)NC2Cc3ccccc3C2)ccc1OC1CCN(C(C)=O)CC1	0.1	-8	0	1	-3	9	0	-2
O=C(NCCCn1ccnc1)c1csc2ccccc12	-1.7	.	1	-4	-15	1	.	1
COc1ccccc1CNC(=O)C(C)NS(=O)(=O)c1ccc(C)cc1 (stereo unspecified)	.	26	8	2	-4	.	-4	1
Cc1noc(C)c1S(=O)(=O)N(C)C[C@@H]1Oc2ccc(NC(=O)Nc3ccccc3)cc2CC(=O)N([C@H](C)CO)C[C@@H]1C	-0.9	2	.	-3	1[16.7 µM]	.	.	-37
Clc1ccccc1C1Nc2cccc3cccc(c23)N1	-4.4	.	0	-1	-1	-4	0	43
Cc1nc(N2CCOCC2)[nH]c(=O)c1C	-1.9	-1	0	-12	7	-1	5	-5
COC(=O)c1ccc(CSc2nc3c(c(=O)[nH]2)CCC3)cc1	3.4	8	-2	.	1	-2	7	7
CN(C)C(=O)C[C@H]1CC[C@H]2[C@H](COc3ccc(NC(=O)c4ccc(F)c(F)c4)cc3C(=O)N2C)O1	0.7	-7	1	-5	-3[16.7 µM]	1	-2	1
Cc1ccc(C(=O)N/C(=C\c2ccco2)C(=O)N2CCCCC2)cc1	1.6	-6	-4	.	.	-1	0	14
COc1ccc(CCC(=O)OCc2csc(CC(=O)Nc3ccc(C)cc3)n2)cc1OC	3.4	4	1	0	-5	1	-4	1
CC1CN(S(=O)(=O)c2cc(C(=O)NCCCN3CCCC3=O)ccc2Cl)CC(C)O1 (stereo unspecified)	-1.7	-5	0	-10	-1	-1	-5	9
O=c1[nH]c(CN2CCN(S(=O)(=O)c3cccs3)CC2)nc2c(Br)cc(Br)cc12	-0.6	-7	4	-2	1	-5	1	-2

The closing 3 records of the section above come first, to join the parts:
SMILES	F508del corr	INS-1E GSIS act	Cneo AK release	PGC1a acetyl inh	miR-122 sensor	PglD inh	FN deposition inh	Statin myotox sup
COc1ccc(CCC(=O)OCc2csc(CC(=O)Nc3ccc(C)cc3)n2)cc1OC	3.4	4	1	0	-5	1	-4	1
CC1CN(S(=O)(=O)c2cc(C(=O)NCCCN3CCCC3=O)ccc2Cl)CC(C)O1 (stereo unspecified)	-1.7	-5	0	-10	-1	-1	-5	9
O=c1[nH]c(CN2CCN(S(=O)(=O)c3cccs3)CC2)nc2c(Br)cc(Br)cc12	-0.6	-7	4	-2	1	-5	1	-2
COc1cccc(/C=N/NC(=O)CCNc2n[nH]c(=O)[nH]c2=O)c1OC	-1.6	3	.	-1	-2	.	-1	.
Clc1ccc(Cl)c2sc(N3CCCC3)nc12	.	2	0	8	1	7	8	.
Cc1nnc2ccc(-c3ccc(NS(C)(=O)=O)cc3)nn12	2.7	1	-2	.	-21	-1	1	2
N#CCSc1ncnc2c1cnn2CCO	.	.	5	-1	-11	-4	.	-6
O=C(C1CCCC1)N1C[C@@H]2N[C@H](C1)C2c1ccc(-c2ccncc2)cc1 (stereo partly specified)	1.4&2.7	-4&-1	.	-9&1	.	.	8&0	.
Cc1ccccc1NC(=O)c1cc(S(=O)(=O)N2CCOCC2)ccc1F	.	14	2	-5	0	-6	-2	3
CCn1c(Cc2ccccc2)nnc1SCC(=O)Nc1nc(C)cs1	.	.	-1	-19	-9	-2	-1	-10
Cc1cc(N2CCN(C(=O)c3ccco3)CC2)n2nc(C)nc2n1	3.0	11	-9	.	-2	-3	2	-5
C[C@@H]1CN([C@H](C)CO)C(=O)Cc2cc(NC(=O)Cc3ccccc3)ccc2O[C@H]1CN(C)C(=O)Nc1ccc2c(c1)OCO2	-0.5	-1	-4	-13	-1[16.7 µM]	5	.	-9
CCOC(=O)C1CCN(c2cc(=O)n(-c3ccc(OC)cc3)c(=O)[nH]2)CC1	-1.6	.	0	-5	-2	0	-5	0
COc1cc2c(cc1OC)C(c1ccccc1)N(C(=O)c1ccco1)CC2 (stereo unspecified)	2.6	-3	-2	1	0	4	16	33
CC1Cn2c(nc3c2c(=O)[nH]c(=O)n3C)O1 (stereo unspecified)	.	.	0	14	2	-6	.	7
O=C(CCC1CCCC1)N=C1SC2CS(=O)(=O)CC2N1c1ccccc1F (stereo unspecified)	-2.1	1	-1	-7	-7	5	-13	6
COc1cccc(NC(=O)c2ccccc2N(Cc2ccccc2)S(C)(=O)=O)c1	1.3	3	0	-6	-5	-1	-3	-14
CN(C)c1ccc(/C=N/NC(=O)c2nnn(-c3nonc3N)c2CN(C)c2ccccc2)cc1	1.9	26	2	4	-1	3	6	2
COc1ccc([C@]2(C(C)C)ON(c3ccccc3C(F)(F)F)C2=O)cc1	-1.2	.	-2	-10	-1	-3	15	4
Cc1cc2cc3c(cc2nc1SCC(=O)OC(C)C)OCO3	.	.	0	5	15	8	-4	15
Cc1noc(C)c1S(=O)(=O)N(C)C[C@@H]1Oc2ccc(NC(=O)Cn3cnnn3)cc2CC(=O)N([C@@H](C)CO)C[C@H]1C	-2.4	16	4	-1	-1[16.7 µM]	2	.	-10
O=C(NCc1ccc(F)cc1)C1CCCN(C(=O)Nc2ccccc2)C1 (stereo unspecified)	.	.	3	1	0	-11	10	6
COc1cccc(C2c3c(C)nn(-c4ccc([N+](=O)[O-])cc4)c3N=C3C(=O)Nc4ccccc4N32)c1 (stereo unspecified)	-5.6	-12	.	8	.	.	-4	.
O=[N+]([O-])c1ccc2nc(N3CCCC3)sc2c1	-1.3	-12	0	0	-10	-1	1	-8
O=C(Nc1ccc(S(=O)(=O)NCc2ccco2)cc1)c1cccc(F)c1	-0.5	-3	0	.	.	3	1	-7
O=C(NC12CC3CC(CC(C3)C1)C2)c1ccc(N2CCNCC2)c([N+](=O)[O-])c1	-6.0	.	.	2	.	.	-3	-20
CCCc1ccc2oc(C(=O)N3CCN(c4cnccn4)CC3)c(C)c2c1	-0.6	-45	5	-4	5	4	-2	-4
O=C(C(c1ccccc1)c1ccccc1)N1CCC(c2nc(-c3ccccc3Cl)no2)CC1	.	.	-2	-1	3	-2	.	54

Record cards, as listed above. Values in the order: F508del corr, INS-1E GSIS act, Cneo AK release, PGC1a acetyl inh, miR-122 sensor, PglD inh, FN deposition inh, Statin myotox sup
Results for COc1cc2c(cc1OC)C(c1ccccc1)N(C(=O)c1ccco1)CC2 (stereo unspecified) = 2.6, -3, -2, 1, 0, 4, 16, 33
Results for Cc1ccccc1NC(=O)c1cc(S(=O)(=O)N2CCOCC2)ccc1F = ., 14, 2, -5, 0, -6, -2, 3

The results go on:
SMILES	F508del corr	INS-1E GSIS act	Cneo AK release	PGC1a acetyl inh	miR-122 sensor	PglD inh	FN deposition inh	Statin myotox sup
C[C@@H]1CN([C@@H](C)CO)C(=O)c2cccc(NC(=O)Nc3ccc(C(F)(F)F)cc3)c2O[C@H]1CN(C)S(=O)(=O)c1ccc(F)cc1	-1.5	-12	-2	-3	-7[16.7 µM]	2	.	-17
COc1ccc(/C=c2/sc3n(c2=O)C(c2ccccc2OC)C2=C(N=3)c3ccccc3CC2)cc1O (stereo unspecified)	.	.	0	-12	79	-4	-3	.
COc1cccc(-c2cccc(-c3nc(C(=O)NCC(F)(F)F)cc4c3[C@@H](CCO)N([S@](=O)C(C)(C)C)C4)c2)c1	-0.3	-22	57	-21	.	5	-5	-14
C=CCC[C@H](Cc1ccc(F)cc1)C(=O)OC[C@@H](Cc1c[nH]c2ccccc12)NC(=O)[C@H](CC=C)CC(=O)N[C@H](CO)Cc1ccccc1	-1.1	.	-4	.	.	5	-7	-16
COc1ccc(N(CC(=O)NC(C)c2ccccc2)S(=O)(=O)c2ccc(C)cc2)cc1 (stereo unspecified)	0.0	-27	-2	.	5	-2	6	15
OC[C@@H]1CN(Cc2ccc3c(c2)OCO3)C[C@H](n2cnc3c(N4CCN(c5ccccc5)CC4)ncnc32)O1	3.8	-25	-1	-8	-1	1	2	7
COC(=O)c1c(C)noc1-c1snnc1C	-1.2	6	0	15	0	5	1	.
CCN(CC)C(=O)C1=C(C)N(Cc2ccccc2)C(=O)C(CC(=O)NCCCCc2ccccc2)C1 (stereo unspecified)	-4.0	-36	-2	11	-8	1	-10	1
CCCCCCCCSC1=CC(=O)C(OC)=C(OC)C1=O	-5.1	.	-2	-2	15	-3	6	-115
O=C(O)CCCN1C(=O)C2C3C=CC(C2C1=O)C1C(=O)N(CCCC(=O)O)C(=O)C31 (stereo unspecified)	-2.4	-1	0	.	.	0	-1	1
CCOc1ccc(S(=O)(=O)NCc2ccco2)cc1	.	4	-1	-8	72	0	.	.
CSCCC(NS(=O)(=O)c1ccc(C)cc1)C(=O)Nc1ccc(C)cn1 (stereo unspecified)	-1.1	-8	-3	2	-2	-1	.	0
CCN(CC)C(=O)CSc1nc2cc3c(cc2c(=O)n1CCCC(=O)NCc1ccc(OC)cc1)OCO3	-0.9	-5	3	-1	-2	2	-5	-1
Cc1ccc(CNC(=O)COC(=O)c2ccc(Cl)c(N)c2)cc1	-1.2	1	3	.	4	-6	-2	.
O=C(COC(=O)c1ccc([N+](=O)[O-])o1)NC1CCCCC1	1.7	-7	2	.	.	-1	3	9
Cc1cc(OCC(=O)OCC(=O)N2CCCCC2)ccc1Cl	-3.5	-1	1	-3	-3	0	1	-11
Cc1cccc(CNc2ccc(C(CC(N)=O)NC(=O)Cc3cccc4ccccc34)cc2[N+](=O)[O-])c1 (stereo unspecified)	-2.5	.	-7	.	-5	-4	2	11

High-throughput results as filed in PubChem BioAssay.
